Myeloid diff 2: induction of myeloid progenitor differentiation, primary screen, cell-based, flow cytometry, MLPCN library; 360,000 compounds, 1% hits; ER-HoxA9 myeloid progenitors, lysozyme-GFP differentiation; calls only at 10 µM; AID 624256, 2012;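 active = normalized GFP-positive differentiation at or above the plate's own cutoff, the solvent-only control mean plus 3 SD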;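 also: cells exposed to compound for four days before flow analysis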
NOD2 inhibition: NOD2 signaling inhibitors, cell-based, luminescence, uHTS, HEK293 (AID 1566); HEK293 NOD2/NF-kB luciferase reporter, luminescence; higher % means a stronger effect; one-dose inhibition, % at 4 µM; EC50 in µM for titrated hits; 290,000 compounds, 0.63% hits; also: many of its hits are not listed in these tables
KOR beta-arrestin-1: KOR agonists, beta-arrestin recruitment, primary screen, cell-based, luminescence, uHTS (AID 1777) | one-dose activation, % at 10 µM; EC50 in µM for titrated hits | KOR beta-arrestin recruitment, luminescence; higher % means a stronger effect | Kappa-type opioid receptor (Homo sapiens) | 280,000 compounds, 0.02% hits; in the data active = activation above about 50%, passing the limit was not always enough; also: a part of the inactive calls stands beside numbers as strong as those of hits
KOR beta-arrestin-2: KOR antagonists, beta-arrestin recruitment, cell-based, luminescence, uHTS (AID 1778) | Kappa-type opioid receptor (Homo sapiens) | KOR beta-arrestin recruitment, luminescence, antagonist mode; higher % means a stronger effect | inhibition, % at 10 µM; hits with a dose series show IC50 in µM | 290,000 compounds, 0.091% hits; also: strong numbers were not always called active
GPR55 beta-arrestin: GPR55 agonists via beta-arrestin recruitment, primary screen, imaging, U2OS cells, beta-arrestin-GFP redistribution (AID 1961); G-protein coupled receptor 55 (Homo sapiens); U2OS GPR55 beta-arrestin-GFP redistribution imaging; higher % means a stronger effect; activation, % at 10 µM, or EC50 in µM where a hit was titrated; 290,000 compounds, 0.048% hits;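 active = activation above 40% with more than 50 cells counted in the well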;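 also: U2OS osteosarcoma cells stably expressing GPR55 and beta-arrestin-GFP; plate controls were DMSO negative control for no effect and LPI positive control for full effect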
NTR1 ag: agonists of NTR1, primary screen, imaging, U2OS cells, beta-arrestin-GFP, high content (AID 493036). 330,000 compounds, 0.17% hits. activation, % at 20 µM. NTR1-U2OS beta-arrestin-GFP spot imaging, agonist mode. Neurotensin receptor type 1 (Homo sapiens), P30989;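 active = activation at or above 40% of the spot to cytoplasm intensity ratio, with at least 20 cells analyzed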;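 also: 0% = DMSO without peptide and 100% = 100 nM NTR1 peptide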
Target sequence (P30989 whole entry, looked up): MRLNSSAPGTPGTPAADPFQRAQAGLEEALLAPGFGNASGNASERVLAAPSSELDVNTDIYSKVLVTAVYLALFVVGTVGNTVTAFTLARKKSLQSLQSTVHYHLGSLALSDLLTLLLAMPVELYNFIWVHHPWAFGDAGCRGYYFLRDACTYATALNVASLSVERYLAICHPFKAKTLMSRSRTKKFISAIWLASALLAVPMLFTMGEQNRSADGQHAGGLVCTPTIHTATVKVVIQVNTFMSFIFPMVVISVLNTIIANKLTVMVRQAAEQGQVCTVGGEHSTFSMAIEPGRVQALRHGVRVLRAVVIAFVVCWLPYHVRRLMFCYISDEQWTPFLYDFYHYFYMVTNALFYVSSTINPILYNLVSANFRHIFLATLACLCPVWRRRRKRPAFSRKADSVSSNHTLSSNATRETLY
GPR55 LPI antagonism: GPR55 antagonists blocking LPI-driven arrestin recruitment, primary screen, imaging, U2OS, beta-arrestin-GFP, LPI agonist (AID 2013) | inhibition, % at 10 µM, or IC50 in µM where a hit was titrated | U2OS GPR55 beta-arrestin-GFP translocation imaging, LPI antagonism; higher % means a stronger effect | 290,000 compounds, 0.13% hits | G-protein coupled receptor 55 (Homo sapiens);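 active = spots per cell inhibited over 60%, with over 100 cells counted and total cytoplasm intensity under 500,000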;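 also: U2OS cells stably carrying GPR55 and arrestin-GFP stimulated by 5 µM LPI near EC80; imaged beta-arrestin-GFP aggregate spots per cell after agonist stimulation; plate controls were LPI-stimulated DMSO wells for no effect and DMSO wells without LPI for full effect; some results filed as inactive read as strong as hits; confirmed hits need IC50 under 10 µM and bright autofluorescent wells are also inconclusive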
T cell modulator: modulators of CD8 T cell-vesicle binding, primary screen, mouse 2C CD8+ T cells, flow cytometry | 2C CD8+ T cell-vesicle binding; hits give low values | calls only at 7 µM | 330,000 compounds, 0.068% hits | AID 2052, 2009;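 active = response, share of CD8 T cells binding vesicles, and their 90th percentile fluorescence all below set limits, cut at about 80% in these data, passing the limit was not always enough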
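Material: murine 2C transgenic CD8+ T lymphocytes / Also added: QL9-peptide-loaded Drosophila micro-vesicles bearing Ld, ICAM-1 and B7-1 / Schedule: binding step 1.5 h, 37 °C, antibody labelling 20 min, ice / Signal: flow cytometry, PE anti-B7-1 (FL2) versus Alexa647 anti-CD8 (FL8), PFA-fixed / Evaluation: percent CD8+ FL2 mean versus row control / Benchmarks: naked versus QL9-loaded vesicles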
NOD1 NF-kB reporter: NOD1 signaling inhibitors, primary screen, cell-based, luminescence, uHTS (AID 1578); NOD1-driven NF-kB luciferase reporter cells, luminescence; higher % means a stronger effect; inhibition, % at 4 µM, or EC50 in µM where a hit was titrated; 290,000 compounds, 1% hits; in the data active = inhibition mostly above about 36%, no sharp cut-off; inactive = mostly below about 34%;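 also: HEK-293T reporter cells stimulated with the NOD1 agonist gamma-tri-DAP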
T cell modulator vesicle-bound %: also measured in T cell modulator; calls as there; double positive events, %; measured here: CD8+ vesicle-bound cell fraction;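 binding gate set so that unloaded-vesicle control wells show 10% double positive cells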
NTR1 ag cell count 20 µM: also measured in NTR1 ag; calls as there; cell count; measured here: cell count, cytotoxicity flag
Myeloid diff 2 GFP+ MAC1+ %: second read-out of Myeloid diff 2, no call of its own (marks repeat the call); GFP+ MAC1+ double positive, %; measured here: differentiation confirmed by MAC1 staining
An asterisk follows results filed as active; i = inactive; / = not tested or not shown; + = active, no number; [ ] = dose if it differs, or a comment. Rule as the data show it, unless noted: active = inhibition above about 50%; inactive = the rest. These rows are one share of the data, so the mix of outcomes need not match the whole.

#	canonical_smiles	Myeloid diff 2	Myeloid diff 2 GFP+ MAC1+ %	NOD2 inhibition	KOR beta-arrestin-1	KOR beta-arrestin-2	GPR55 beta-arrestin	NTR1 ag	NTR1 ag cell count 20 µM	GPR55 LPI antagonism	T cell modulator	T cell modulator vesicle-bound %	NOD1 NF-kB reporter
1	NC(=S)Nc1cc(Cl)cc(Cl)c1	i	0.1	4%	-2.2%	19%	0.3%	2.2	73	10%	i	24	-4%
2	CN(C)c1ccc(P(=O)(OCc2ccccc2)C(O)c2ccccc2)cc1 (stereo unspecified)	i	0.7	6%	1.3%	23%	-0.2%	1.1	60	5%	i	44	-9%
3	COc1ccc(C2/C(=C(\O)c3ccc4c(c3)OCCO4)C(=O)C(=O)N2Cc2cccnc2)cc1OC (stereo unspecified)	i	0.5	16%	0.5%	16%	-0.1%	-0.5	60	19%	i	26	-24%
4	CCOC(=O)C(CC)Sc1nnc2n1C(C)(C)Cc1ccccc1-2 (stereo unspecified)	i	0.9	7%	1.7%	-19%	-0.2%	6.8	86	22%	i	26	-6%
5	COc1ccccc1CC(=O)O/N=C(\N)Cc1cccc2ccccc12	i	0.9	-16%	1.0%	9%	-0.1%	-1.1	69	22%	i	25	/
6	CC(=O)c1c(C)[nH]c(C(=O)NCc2ccco2)c1C	i	1.3	-1%	1.8%	-10%	0.1%	0.9	50	1%	i	58	-23%
7	CC1CC(C)CN(S(=O)(=O)c2ccc(C(=O)OCC(=O)NCCN3C(=O)CSC3=O)cc2)C1 (stereo unspecified)	i	0.4	16%	3.7%	-11%	-0.3%	2.2	34	-2%	i	35	-20%
8	CCC/C(C)=N\Nc1nc2c(c(=O)n(C)c(=O)n2C)n1C	i	0.6	-4%	8.3%	-1%	0.4%	0.3	58	-12%	i	30	-8%
9	O=C(Nc1cccc2c1CCCC2)c1ccccc1Br	i	0.7	14%	-1.0%	-6%	-0.2%	-0.6	59	16%	i	45	-13%
10	CC(=O)Nc1cccc(NC(=O)Cc2cccs2)c1	i	0.6	2%	-1.2%	-4%	-0.2%	0.5	68	-7%	i	51	-26%
11	COCCn1c(=S)[nH]c2cc(C(=O)N3CCN(c4ccc(F)cc4)CC3)ccc2c1=O	i	6.9	22%	-0.4%	13%	-0.1%	3.1	57	15%	i	40	-4%
12	O=C(CN1C(=O)c2cccnc2Oc2ccc(Cl)cc21)NCCC1=CCCCC1	i	1.6	12%	-1.4%	-8%	-0.2%	-0.1	58	-4%	i	49	8%
13	c1ccc(CNC23CC4CC(CC(C4)C2)C3)nc1	i	0.3	7%	1.0%	-19%	-0.4%	-0.7	33	4%	i	12	-42%
14	CC(C)Cc1nc2sc3c(=O)n(N)cnc3c2c2c1COC(C)(C)C2	i	0.2	4%	-3.4%	-23%	-0.1%	5.0	90	5%	i	48	-15%
15	O=C(CSc1nnc(C23CC4CC(CC(C4)C2)C3)o1)Nc1ccc(N2CCOCC2)c(Cl)c1	i	6.7	-16%	3.1%	9%	-0.1%	13	72	4%	i	14	-17%
16	CCOc1ccc(Cl)cc1CSc1n[nH]c(CC)n1	i	9.6	-15%	-3.7%	20%	0.0%	0.0	89	31%	i	23	-4%
17	CCOC(=O)c1cc2c(ccn2-c2ccc(F)cc2)n1CC(=O)NC(C)(C)C	/	/	-5%	-3.6%	9%	-0.1%	3.8	51	9%	i	16	-19%
18	COC(=O)c1onc(-c2c(Cl)cccc2Cl)c1C(=O)OC	i	0.3	-7%	-3.4%	17%	-0.2%	2.4	59	1%	i	8	-6%
19	CC(C)(C)NC(=O)C(c1ccco1)N(C(=O)Cn1nnc(-c2ccc(F)cc2)n1)c1cccc(F)c1 (stereo unspecified)	i	1.4	9%	-3.2%	-5%	-0.1%	0.5	52	10%	i	10	-28%
20	Cc1cc(C)c2c(n1)nn1c(NCCCN(C)C)cc(C)nc21	i	0.5	-26%	1.2%	19%	-0.3%	-0.3	97	-2%	i	15	-7%
21	CN1CCN(C(=O)CCN2C(=O)/C(=C/c3ccc(F)cc3)SC2=S)CC1	i	1.1	-22%	4.1%	-9%	-0.2%	1.6	47	-1%	i	42	-10%
22	Cc1nnsc1C(=O)NNC(=O)c1ccc(C(F)(F)F)cc1	i	0.7	5%	1.3%	3%	-0.1%	0.0	44	-4%	i	28	-10%
23	O=S(=O)(c1ccccc1)N1CCN(Cc2ccccc2C(F)(F)F)CC1	i	0.3	-4%	-1.0%	13%	-0.1%	-1.6	55	32%	i	46	-6%
24	Cn1c(-c2ccccc2[N+](=O)[O-])[n+](C)c2ccccc21	+	1.4*	21%	-1.6%	0%	-0.1%	0.8	44	8%	i	20	-9%
25	COCCNC(=O)c1onc(CSc2cc(C)ccc2C)c1C(=O)O	i	1.9	17%	-0.9%	12%	-0.1%	4.3	105	14%	i	10	/
26	COC(=O)c1cc(=O)n(-c2c(Cl)cc(C(F)(F)F)cc2Cl)[nH]1	i	0.2	-19%	-4.5%	-4%	-0.2%	-0.3	38	3%	i	30	5%
27	O=C(O)C1CCC(CNS(=O)(=O)c2ccccc2)CC1 (stereo unspecified)	i	0.8	4%	2.0%	20%	0.0%	-1.3	80	10%	i	16	-9%
28	N/C(=N\OC(=O)CCC1CCCCC1)c1cccc([N+](=O)[O-])c1	i	0.7	11%	4.2%	10%	-0.1%	3.3	87	12%	i	51	11%
29	CN(CC(=O)Nc1ccc(F)cc1)S(=O)(=O)c1ccc2c(c1)c(=O)n(C)c(=O)n2C	i	1.3	3%	12%	-49%	0.0%	0.4	72	5%	i	9	-4%
30	COc1cc(-c2cc(-c3ccc(N)cc3)[nH]c(=O)c2C#N)cc(OC)c1OC	+	1.2*	8%	-0.6%	-26%[20 µM]	-0.2%	-1.7	59	5%	i	47	-5%

Additional compounds:
#	canonical_smiles	Myeloid diff 2	Myeloid diff 2 GFP+ MAC1+ %	NOD2 inhibition	KOR beta-arrestin-1	KOR beta-arrestin-2	GPR55 beta-arrestin	NTR1 ag	NTR1 ag cell count 20 µM	GPR55 LPI antagonism	T cell modulator	T cell modulator vesicle-bound %	NOD1 NF-kB reporter
31	CN(Cc1ccccc1)C(=O)C1CCCN1S(=O)(=O)c1ccc2c(c1)n(C)c(=O)c(=O)n2C (stereo unspecified)	i	0.2	11%	2.7%	-8%	0.6%	-0.4	62	-1%	i	39	-16%
32	COc1ccccc1NC(=O)CCS(=O)(=O)c1ccc2c(c1)oc(=O)n2C	i	0.6	4%	-1.4%	-3%	-0.2%	1.1	70	9%	i	38	-12%
33	Cc1c(-c2ccccc2)c(P(=O)(N2CCOCC2)N2CCOCC2)c2ccccn12	i	1.7	13%	-7.8%	30%	-0.2%	0.8	54	-1%	/	/	-11%
34	CNC(=O)C1=NCCCc2cc(OC)c(OC)cc21	i	1.3	2%	7.5%	12%	-0.1%	0.3	53	-6%	i	49	-15%
35	O=C(c1ccc(-c2ccccc2)cc1)C1CCCN(C(=O)Cn2cncn2)C1 (stereo unspecified)	i	0.3	-8%	3.0%	4%	0.1%	5.1	45	5%	i	18	16%
36	Clc1ccc(SCCCCN2CCOCC2)cc1	i	0.3	6%	3.4%	/	-0.4%	2.4	74	4%	i	47	-33%
37	O=C(Nc1ccccc1Cc1ccccc1)c1ccccc1F	i	0.5	-11%	0.9%	-12%	0.0%	-0.8	59	-7%	i	24	-24%
38	CC(C)(C)C(=O)Nc1ccc2oc(-c3cc(F)c(F)cc3Cl)nc2c1	i	0.3	-39%	-4.3%	-36%	0.6%	2.5	38	7%	i	40	-47%
39	CCOC(=O)c1sc2c(c1C)c(=O)c(C(=O)OCC)cn2CC	i	0.7	-8%	3.1%	-26%	0.5%	-0.9	91	-5%	i	11	2%
40	CCn1c(C(=O)N2CCc3ccccc3C2)cc2sccc21	i	3.8	4%	4.9%	4%	-0.2%	-0.1	74	4%	i	23	-6%
41	O=[N+]([O-])CC(=Nc1ccc(Cl)cc1)N/N=C\c1oc(O)c2ccccc12	i	0.3	-17%	/	0%	-0.1%	2.1	67	-5%	i	33	-12%
42	Cc1ccccc1NC(=O)NC1(C(=O)NCCCN2CCOCC2)CCCCC1	i	0.9	0%	2.9%	-49%	0.4%	0.3	36	0%	i	17	-21%
43	CCc1ccc(NS(=O)(=O)c2ccc3[nH]cc(C(=O)N4CCc5ccccc54)c(=O)c3c2)cc1	i	1.0	-27%	-2.7%	-19%	-0.4%	13	49	6%	i	34	-19%
44	O=C(COC(=O)c1cccnc1Cl)c1ccc(OC(F)F)cc1	i	0.1	21%	-1.7%	11%	0.6%	-1.1	62	-20%	i	42	-10%
45	CCOCCCNC(=O)CCc1nnc2ccc(N3CCCCC3)nn12	i	0.9	6%	-21%	11%	-0.2%	1.7	82	0%	i	58	-16%
46	Cc1[nH]n(-c2ccc(Br)cc2)c(=O)c1/C=N/NC(=O)c1ccccc1	/	/	13%	-7.6%	-15%	-0.2%	1.0	60	8%	i	38	69%
47	CCOC(=O)c1cccc(NC(=O)CSc2nnc(COc3ccc(Cl)cc3)o2)c1	i	0.7	2%	30%	-34%	0.1%	-1.2	94	-4%	i	33	6%
48	CCOC(=O)c1c(C)oc2cc(Br)c(OCC(N)=O)cc12	i	0.6	3%	0.0%	-17%	-0.2%	-1.0	61	14%	i	59	-30%
49	Cc1c(OC(C)C(=O)NCC2CCC(C(=O)O)CC2)ccc2c3c(c(=O)oc12)CCCC3 (stereo unspecified)	i	2.0	11%	-2.6%	-36%	-0.1%	-1.2	47	11%	i	3	1%
50	CCOC(=O)CNC(=O)c1cc(-c2ccccn2)nc2c(C)c(Cl)ccc12	i	0.1	15%	1.5%	-78%[20 µM]	0.5%	5.8	57	-1%	i	14	-31%
51	CN(C)c1nc(-c2ccccc2)nnc1C(F)(F)F	i	0.8	17%	2.6%	9%	0.0%	1.1	46	7%	i	41	-4%
52	COCc1c(C(=O)OC)nnn1-c1ccccc1	i	0.8	0%	6.9%	26%	0.2%	-3.7	80	-4%	i	37	-48%
53	O=C(Nc1ccc(S(=O)(=O)Nc2nccs2)cc1)c1cc(-c2ccccc2)nc2ccccc12	i	0.1	12%	5.0%	22%	-0.1%	4.8	68	38%	i	7	-19%

Bioassay records (PubChem BioAssay)
